Assay outcomes (PubChem BioAssay)
C2C12 statin: suppression of simvastatin myotoxicity; 330,000 tested, 0.78% active; C2C12 myotubes + simvastatin, ATP luminescence, 48 h; scaled: DMSO 0, geranylgeraniol control 100; rescue of ATP level, % at 7.49 µM; AID 602340;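 active = mean ATP rescue above about 67%, or every replicate alone reaching that limit, limit read from the data, passing the limit was not always enough; inconclusive = no clear call, values can overlap the other calls; inactive = mean under the limit and some replicate under it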;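 note: myotubes were challenged with 10 µM simvastatin during compound exposure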
miR-122 sensor: blocks miR-122 activity in Huh7 sensor cells; Huh7 miR-122 Renilla luciferase sensor, 48 h; neutral wells = 0, positive control = 100; activation (reporter increase), % at 12.5 µM; 340,000 tested, 0.3% active;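 active = mean replicate activation score at least 90 and every replicate individually at or above 90; inconclusive = only one of the two criteria met; inactive = neither criterion met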;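 note: higher luciferase means less miR-122 activity so hits act as miR-122 inhibitors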
Cneo AK release: Cryptococcus neoformans lysis via adenylate kinase release; C. neoformans lysis, adenylate kinase release luminescence, 4 h; normalised: neutral wells 0, clomiphene wells 100; lysis activity, % at 15 µM; 360,000 tested, 0.2% active;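 active = mean lysis activity across replicates of at least 80%, whatever share of replicates individually reach that level; inactive = mean lysis activity below 80%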
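Test system: log-phase Cryptococcus neoformans yeast cells; Quantity: yeast cell density of 5 × 10^6 cells/mL; Buffer or medium: YPD; Doses: single compound concentration per well; Timing: 4 h at 37 °C static, read 1 h later; Measured by: AK luminescence; Read-out basis: lysis from increased AK signal; Control set: Clomiphene as positive control.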
esBAF inh: blocks esBAF chromatin remodeling in mouse ES cells | Bmi1-luciferase knock-in reporter, 24 h; 100% = twice the neutral-well signal | reporter increase, % at 12.5 µM | 350,000 tested, 2% active; in the data active = activation above about 40%; inconclusive = no clear call, values can overlap the other calls;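 note: 0% = median of the plate's neutral control wells and 100% = double that signal; a rise in the Bmi1 reporter signal indicates esBAF inhibition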
SIRT5 block: blocks human SIRT5 desuccinylation of peptide. Q9NXA8. Purified SirT5, succinyl-peptide AMC, trypsin-coupled fluorescence. inhibition, % at 15 µM. 330,000 tested, 1.1% active; in the data active = inhibition above about 15%; inconclusive = no clear call, values can overlap the other calls
Target sequence (Q9NXA8 whole entry, looked up): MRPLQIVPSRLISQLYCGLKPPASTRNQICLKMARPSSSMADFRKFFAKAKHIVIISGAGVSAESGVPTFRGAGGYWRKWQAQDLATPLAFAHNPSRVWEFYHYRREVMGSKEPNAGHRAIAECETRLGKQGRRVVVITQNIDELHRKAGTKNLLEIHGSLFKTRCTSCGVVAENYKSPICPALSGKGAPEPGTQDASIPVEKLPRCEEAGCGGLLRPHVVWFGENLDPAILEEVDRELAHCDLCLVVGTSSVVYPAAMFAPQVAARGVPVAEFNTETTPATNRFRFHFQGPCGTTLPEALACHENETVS
ERp5 inh: ERp5 (human) disulfide isomerase inhibition. 350,000 tested, 0.05% active. Q15084. ERp5 insulin aggregation, absorbance 650 nm, 90 min. inhibition, % at 9.99 µM. AID 651711;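 active = mean replicate inhibition above about 25%, with every replicate also reaching it, limit read from the data, passing the limit was not always enough; inconclusive = only one of those two criteria met; inactive = neither criterion met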
Target sequence (Q15084 whole entry, looked up): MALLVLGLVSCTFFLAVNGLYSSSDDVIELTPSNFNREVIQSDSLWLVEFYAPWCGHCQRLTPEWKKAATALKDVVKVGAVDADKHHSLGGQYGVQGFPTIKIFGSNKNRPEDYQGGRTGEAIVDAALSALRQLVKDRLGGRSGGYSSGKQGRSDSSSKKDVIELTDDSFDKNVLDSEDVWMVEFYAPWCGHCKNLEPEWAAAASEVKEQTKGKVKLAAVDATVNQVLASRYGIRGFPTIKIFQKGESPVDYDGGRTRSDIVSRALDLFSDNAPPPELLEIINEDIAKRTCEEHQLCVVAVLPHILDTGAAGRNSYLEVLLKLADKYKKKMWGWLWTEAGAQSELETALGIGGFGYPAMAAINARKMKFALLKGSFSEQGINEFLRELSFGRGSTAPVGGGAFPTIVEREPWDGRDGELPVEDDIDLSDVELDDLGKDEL
ARNT TACC3 PPI: disruptors of human ARNT/TACC3 interaction. Q9Y6A5. inhibition, % at 9.99 µM. AlphaScreen His-ARNT PAS-B/GST-TACC3 binding, luminescence; TACC3 fragment carries E629A point mutation. 390,000 tested, 0.66% active. AID 623870;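 active = mean inhibition of replicates at least 50% and at least half of replicates each reaching 50%; inconclusive = half or more replicates reach 50% but mean below 50%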;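 note: 0% = complete ARNT plus TACC3 wells and 100% = ARNT alone without TACC3; many hits fall short of the cut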
Active calls of the source: *; ? = inconclusive; . = not tested or not shown; & = joins results of further samples; [ ] = another dose, or the depositor's remark. Outcome played no part in choosing rows. About 4% of those tested had a hit in this group.

No.	mol	C2C12 statin	miR-122 sensor	Cneo AK release	esBAF inh
1	O=C(NC1CCCCC1)c1cccc(Cn2cc(Cl)cn2)c1	-3	3	-7	0
2	C[C@@H]1CN([C@H](C)CO)C(=O)CCCn2cc(nn2)CO[C@@H]1CN(C)C(=O)NC1CCCC1	0	1[16.7 µM]	.	3
3	COc1ccc(CC(=O)NC(C)c2ccc(Cl)c(Cl)c2)cc1S(=O)(=O)N1CCOCC1 (stereo not drawn)	10	.	-3	4
4	Cc1ccccc1S(=O)(=O)N1CC[C@@H]2[C@H](CO)Nc3ccc(-c4ccccc4F)cc3[C@@H]21	-31	28[16.7 µM]	-3	-6
5	CCN(Cc1ccccc1)S(=O)(=O)c1ccc(C(=O)N(CCCN(C)C)c2nc3cc(C)cc(C)c3s2)cc1	-17	-13	6	-17
6	CC(C)[C@H](NC(=O)c1ccccc1F)C(=O)Nc1ccc(F)c(F)c1	-4	17	-1	1
7	O=C1CCc2ccccc2N1	.	.	-1	.
8	COc1ccc(S(=O)(=O)Nc2ccc3c(c2)CC(=O)N([C@@H](C)CO)C[C@H](C)[C@@H](CN(C)C(=O)Nc2ccccc2)O3)cc1	-5	6[16.7 µM]	3	-4
9	Cc1ccc(S(=O)(=O)CC(=O)Nc2nnc(C)s2)cc1	7	4	-2	-4
10	C[C@@H]1CN([C@H](C)CO)C(=O)c2cc(-c3ccccc3)cnc2O[C@H]1CN(C)C(=O)Nc1ccc2c(c1)OCO2	28	2[16.7 µM]	-2	5

No.	SIRT5 block	ERp5 inh	ARNT TACC3 PPI
1	.	.	-4
2	.	.	.
3	-1	-3	.
4	1	7	0
5	0	3	-11
6	-5	1	-12
7	-4	-2	-4
8	-3	-3	6
9	0	-6	-1
10	1	8	4

(more compounds)
No.	mol	C2C12 statin	miR-122 sensor	Cneo AK release	esBAF inh
11	O=C(c1ccc(S(=O)(=O)N2CCCC2)cc1)N1CCCc2ccccc21	-7	8	11	-3
12	CC(C)NC(=O)Nc1ccc2c(c1)C(=O)N(C)[C@H]1CC[C@@H](CC(=O)Nc3ccccc3)O[C@@H]1CO2	5	2[16.7 µM]	5	-2
13	CC(C)C(CCNC(=O)CN1C(=O)c2ccccc2C1=O)c1ccco1 (stereo not drawn)	-10	-11	1	-6
14	Cc1nn(Cc2ccccc2Cl)c(C)c1C(=O)N(C)CC(=O)Nc1cccc(F)c1	14	5	2	8
15	Cc1ccc(C2(c3noc(CN4C[C@@H](C)O[C@@H](C)C4)n3)CCCC2)cc1	5	-7	-2	-2
16	COc1ccc(S(=O)(=O)N2CCC(C(=O)N3CCCCCC3)CC2)cc1	-4	0	-1	4
17	O=C(Nc1ccc(N2CCN(C(=O)c3ccco3)CC2)cc1)C(c1ccccc1)c1ccccc1	.	-1	57	11
18	Cc1ccc(C(=O)NC(C(=O)Nc2ccccc2)c2ccccc2)cc1 (stereo not drawn)	9	5	2	-3
19	O=C(CNc1cccc2ccccc12)N/N=C/c1ccc([N+](=O)[O-])o1	.	.	3	.
20	Cc1cc(NS(=O)(=O)c2ccc(NC(=O)Cc3ccc([N+](=O)[O-])cc3)cc2)nc(C)n1	2	-4	1	-1

No.	SIRT5 block	ERp5 inh	ARNT TACC3 PPI
11	.	.	-4
12	0	-2	-8
13	.	.	-8
14	-1	-2	-14
15	-4	-3	2
16	.	.	-3
17	.	.	-4
18	-3	-3	1
19	-2	-7	-2
20	0	2	2

Following part.
No.	mol	C2C12 statin	miR-122 sensor	Cneo AK release	esBAF inh
21	CCn1cc(SCC(=O)NCC2CCCO2)c2ccccc21 (stereo not drawn)	16	-2	2	6
22	O=C(O)Cc1c[nH]c2cccc(O)c12	-9	.	1	-5
23	COC(=O)c1sc2nc[nH]c(=O)c2c1C	0	-5	.	-4
24	CC(C)=CCN1CCN(Cc2cccc3c2OCO3)CC1CCO (stereo not drawn)	.	.	.	.
25	COc1ccc(NC(=O)CSc2nnc(-c3ccccc3C)n2N)cc1OC	-8	1	5	-5
26	CC[C@@H](C)[C@@H]1CN([C@@H](CN2CCC[C@H]2CN2C(N)=NC[C@H]2C(C)C)C(C)C)C(=N)N1CCCC1CCCC1	17	-4	0	5
27	O=c1c2sccc2nc(SCc2cc(=O)n3cc(Br)ccc3n2)n1Cc1ccccn1	.	.	.	.
28	CCc1ccc(C(=O)COC(=O)c2cc([N+](=O)[O-])ccc2N2CCOCC2)cc1	-10	.	-3	9
29	Cc1ccc(S(=O)(=O)N2CCN(C(=O)CSc3ccc(F)cc3)CC2)cc1	17	.	1	2
30	COc1ccc(C(=O)NCC(=O)N2CCN(c3ccc(F)cc3)CC2)cc1	19	.	-3	2

No.	SIRT5 block	ERp5 inh	ARNT TACC3 PPI
21	-4	-1	.
22	33*	3	3
23	.	.	1
24	2	-5	1
25	.	.	0
26	2	-1	9
27	-4	-1	-5
28	-3	-2	11
29	5	-4	-1
30	-2	4	-6

Other records follow.
No.	mol	C2C12 statin	miR-122 sensor	Cneo AK release	esBAF inh
31	CC(=O)c1cccc(NC(=O)CN(c2ccccc2)S(C)(=O)=O)c1	.	3	-1	2
32	O=C(CN(C(=O)CCC(=O)Nc1nccs1)c1ccccc1F)NCc1ccc2c(c1)OCO2	-21	6	2	1
33	O=C(NCc1ccccc1)C1CCC(=O)N(CCCN2CCCC2=O)C1 (stereo not drawn)	-3	2	1	-1
34	COc1ccc(OC)c(-n2c(=S)[nH]c3cc(C(=O)N4CCCCC4)ccc3c2=O)c1	9	6	2	-6
35	COc1ccc(NCCc2ccccn2)cc1	-2	-9	-1	?
36	CC(C)c1ccc(NC(=O)[C@@H]2CCC(=O)N2C2OC(=O)c3ccccc32)cc1 (stereo partly drawn)	13	3	-4	56*
37	Cc1c([N+](=O)[O-])c(C(=O)NC2CCCC2)nn1C	-5	0	7	-4
38	O=C(NCCc1ccccc1)c1ccc2c(c1)S(=O)(=O)c1cc(Cl)ccc1C2=O	5	-4	-1	-4
39	Cc1cc(C)nc(-n2nc(C)cc2NC(=O)CN2CCC(C)CC2)n1	-17	-9	14	-18
40	Cc1ccccc1-c1nnc(SCC(=O)N(CC(C)C)c2c(N)n(CC(C)C)c(=O)[nH]c2=O)n1C	.	.	.	.

No.	SIRT5 block	ERp5 inh	ARNT TACC3 PPI
31	.	.	-16
32	-2	2	-2
33	1	0	-15
34	0	4	-1
35	2	3	10
36	.	-5	-2
37	-3	4	6
38	.	-2	0
39	.	.	2
40	-1	4	-4

Shown as a hit in esBAF inh (from the list above):
| entry | canonical_smiles | miR-122 sensor | esBAF inh | SIRT5 block | ERp5 inh | ARNT TACC3 PPI |
| --- | --- | --- | --- | --- | --- | --- |
| 36 | CC(C)c1ccc(NC(=O)[C@@H]2CCC(=O)N2C2OC(=O)c3ccccc32)cc1 (stereo partly drawn) | 3 | 56* | . | -5 | -2 |

The listing continues.
No.	mol	C2C12 statin	miR-122 sensor	Cneo AK release	esBAF inh
41	CSc1cccc(N2CC(C(=O)N3CCN(S(=O)(=O)c4ccccc4Cl)CC3)CC2=O)c1 (stereo not drawn)	0	-12	-1	1
42	O=C(NCc1nc2ccccc2[nH]1)C1=C[C@H](c2csc3ccccc23)C[C@H](OCc2ccc(CO)cc2)O1	3	-21	-1&-2	5
43	CC(=O)Nc1cc(-c2cccc(C(=O)N(C)C)c2)cn2c(-c3cccc(C(=O)N(C)C)c3)cnc12	3	-3	-2	2
44	O=C(c1ccc2c(=O)n3c(nc2c1)CCC3)N1CCCSC1=Nc1ccccc1	0	-7	0	5
45	COc1ccc(NC(=O)c2ccc(S(=O)(=O)N3CCOCC3)o2)cc1	-4	3	4	-4
46	COc1ccc(Cl)c(N2CCN(CCCNC(=O)Nc3ccc(C)cc3)CC2)c1	0	-4	0	-18
47	CCN(CC)CCNC(=O)c1cc(Nc2ccc(OC)c(OC)c2)nc2ccccc12	-24	.	-5	1
48	C=CCNc1nc(C(=O)OCC(=O)Nc2c(Cl)cccc2C(F)(F)F)cs1	-2	-1	0	2
49	NNS(=O)(=O)c1ccc(Cc2ncc(C(F)(F)F)cc2Cl)s1	.	1	0	.
50	COc1ccccc1OC(C)C(=O)O (stereo not drawn)	-4	-7	.	8

No.	SIRT5 block	ERp5 inh	ARNT TACC3 PPI
41	-1	0	13
42	8	0	-3
43	-9	-4	.
44	0	-5	1
45	-2	4	-7
46	.	.	9
47	-3	0	9
48	-5	4	17
49	.	.	1
50	.	.	-1

Another view of some results above.
Screens in order – C2C12 statin, miR-122 sensor, Cneo AK release, esBAF inh, SIRT5 block, ERp5 inh, ARNT TACC3 PPI
49: NNS(=O)(=O)c1ccc(Cc2ncc(C(F)(F)F)cc2Cl)s1
    ., 1, 0, ., ., ., 1
47: CCN(CC)CCNC(=O)c1cc(Nc2ccc(OC)c(OC)c2)nc2ccccc12
    -24, ., -5, 1, -3, 0, 9
42: O=C(NCc1nc2ccccc2[nH]1)C1=C[C@H](c2csc3ccccc23)C[C@H](OCc2ccc(CO)cc2)O1
    3, -21, -1&-2, 5, 8, 0, -3
44: O=C(c1ccc2c(=O)n3c(nc2c1)CCC3)N1CCCSC1=Nc1ccccc1
    0, -7, 0, 5, 0, -5, 1
41: CSc1cccc(N2CC(C(=O)N3CCN(S(=O)(=O)c4ccccc4Cl)CC3)CC2=O)c1 (stereo not drawn)
    0, -12, -1, 1, -1, 0, 13

The list goes on:
No.	mol	C2C12 statin	miR-122 sensor	Cneo AK release	esBAF inh
51	Cc1ccc(SC(C)c2nc(-c3ccncc3)no2)cc1 (stereo not drawn)	18	8	-1	9
52	C[C@H]1CN([C@@H](C)CO)C(=O)c2cc(C#CCN(C)C)cnc2O[C@@H]1CN(C)C(=O)c1ccc2c(c1)OCO2	-8	.	2	0
53	C=CCOc1ccc(/C=C/C(=O)OCC(=O)N(C)CC(=O)Nc2ccccc2Cl)cc1	23	.	.	12
54	c1ccc(CCc2ccccn2)cc1	6	3	-1	17
55	CC(=O)N1c2ccc(S(=O)(=O)N3CCCC(C(=O)Nc4cccc(Cl)c4)C3)cc2CC1C (stereo not drawn)	58	-4	2	23
56	CCN(CC)CCNS(=O)(=O)c1ccc(OC)c(Br)c1	7	1	1	-2
57	CCCN1C[C@H](C)[C@H](OC)CN(C)C(=O)c2ccc(NC(=O)COC)cc2OC[C@@H]1C	-4	1[16.7 µM]	12	-6
58	CCOc1ccc(CN2CCN(Cc3cc4ccccc4o3)CC2CCO)cc1 (stereo not drawn)	0	7	0	-6
59	O=C(Nc1ccc(C(=O)Oc2ccccc2)c(O)c1)c1ccco1	-7	-5	-2	57*
60	CCCNC(=O)c1ccccc1NS(=O)(=O)c1ccc(OC)c(OC)c1	12	0	4	-1

No.	SIRT5 block	ERp5 inh	ARNT TACC3 PPI
51	.	.	-10
52	-4	7	-5
53	-1	4	-1
54	10	0	-7
55	-3	-2	2
56	.	.	-2
57	3	-1	-3
58	-5	0	4
59	.	.	-3
60	.	.	16
